Assay outcomes from PubChem.
TWEAK-Fn14 inh – inhibitors of TWEAK-Fn14 interaction signaling. AID 1159606. TWEAK-stimulated Fn14 reporter cells, luciferase luminescence, 8 h. 2% of 360,000 active. inhibition, % at 10 µM; in the data active = inhibition above about 50%
KKLEB cytotox – counter-screen for CF NF-kB inhibitors: cytotoxicity; KKLEB CF airway cells viability, ATPlite luminescence, overnight; hits give low values; cells stimulated with P. aeruginosa culture filtrate; activity change (cytotoxicity), % at 5 µM; 0.36% of 360,000 active; AID 602141;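 active = corrected activity change at or below -50% at 5 µM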
MITF TRPM1 inh – MITF TRPM1 promoter inhibition in SK-MEL-5 cells; SK-MEL-5 TRPM1 promoter luciferase, 24 h; inhibition, % at 12.5 µM; 0.83% of 330,000 active; AID 488899;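 active = mean inhibition across replicates of 60% or more, whatever share of single replicates reaches that level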; also: values of inactives mirror those of a sister screen read the other way
TROY signal inh – blocks TROY-dependent signaling in reporter cells. Q293 LMP1-TROYcd NF-kB luciferase reporter, 4 h. 0.98% of 360,000 active. inhibition, % at 10 µM;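 active = compounds whose plate-normalised and pattern-corrected inhibition of the luciferase reporter signal at the single screening dose is 50% or more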
NR2E3 ag-1 – agonists of human NR2E3 nuclear receptor | Q9Y5X4 | CHO-S Gal4-NCOR/VP16-NR2E3 two-hybrid, luciferase | inhibition of corepressor binding, % at 3.98 µM | 0.35% of 360,000 active | AID 602229;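 active = inhibition above the mean of all tested compounds plus 3 SD, cut at about 70% in these data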;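 also: 0% = DMSO with NR2E3 transfected cells and 100% = cells lacking NR2E3 construct; higher means lower luciferase signal from less NR2E3 corepressor binding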
Target sequence (Q9Y5X4 whole entry, looked up, the tested form may be a part): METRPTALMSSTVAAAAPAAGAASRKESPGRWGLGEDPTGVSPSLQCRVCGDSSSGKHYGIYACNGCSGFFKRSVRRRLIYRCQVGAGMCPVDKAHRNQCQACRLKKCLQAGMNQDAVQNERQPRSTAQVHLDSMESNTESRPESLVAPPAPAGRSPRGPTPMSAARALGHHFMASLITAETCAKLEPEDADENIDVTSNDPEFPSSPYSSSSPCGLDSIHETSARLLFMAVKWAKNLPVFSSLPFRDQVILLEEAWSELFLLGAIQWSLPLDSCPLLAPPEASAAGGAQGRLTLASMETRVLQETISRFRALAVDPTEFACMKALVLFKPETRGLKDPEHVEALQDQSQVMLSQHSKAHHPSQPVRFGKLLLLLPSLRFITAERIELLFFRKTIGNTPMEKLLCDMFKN
Peg3 promoter – reduces Peg3 promoter-driven luciferase expression in HeLa | AID 588405 | 1.7% of 360,000 active | HeLa PEG-Prom luciferase reporter, luminescence, overnight | inhibition, % at 20 µM;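 active = inhibition of at least 50% at 20 µM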
CF NFkB inh – blocks PAF-induced NF-kB reporter in cystic fibrosis cells; KKLEB NF-kB-GFP reporter, GFP fluorescence overnight; inhibition, % at 5 µM; 0.86% of 360,000 active; AID 588850;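 active = at least 50% inhibition at 5 µM, scaled per plate between neutral and stimulator controls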;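 also: PAF is a Pseudomonas aeruginosa culture filtrate used as stimulus; plate controls were PAF-stimulated DMSO wells for no effect and unstimulated DMSO wells for full effect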
TRAIL sens C8 – caspase-8 TRAIL sensitization; NB7+C8 cells + TRAIL, ATPlite viability luminescence; inhibition (viability loss, TRAIL sensitization), % at 10 µM; 1% of 360,000 active; AID 624354;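 active = compounds causing at least 50% loss of cell viability in the single-dose screen, relative to plate controls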
Shn3 inh set2 – Schnurri-3 reporter inhibition in Clone20 osteoblasts; Clone20 osteoblast Shn3 3'UTR firefly luciferase, 24 h; inhibition, % at 12.5 µM; 0.52% of 360,000 active; AID 588674;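 active = mean inhibition of at least 75% with every replicate also reaching 75%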;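 also: 0% = median of neutral control wells and 100% = pilot-screen positive control compound; some compounds past the cut are filed as inactive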
NR2E3 ag-2 – NR2E3 (human) agonism; GST-NR2E3/biotin-RetCOR TR-FRET, 1536-well; AID 2300; inhibition of corepressor binding, % at 4.78 µM; 0.12% of 320,000 active;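 active = percent inhibition above the cutoff of mean plus 3 SD of all tested compounds, set per screening campaign, cut at about 20% in these data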;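 also: 0% = DMSO wells and 100% = biotin wells as full block of FRET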
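system = GST-tagged NR2E3 plus biotinylated RetCOR corepressor | input = 1.35 nM GST-NR2E3 | also added = 7 nM biotin-RetCOR | schedule = 5 h incubation at 4 °C | measured by = TR-FRET with europium anti-GST and streptavidin-D2, 340 nm excitation | read-out = percent loss of FRET ratio relative to control wells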
HIF-2a block – HIF-2a inhibition | inhibition, % at 18.8 µM | AID 624352 | 0.72% of 360,000 active | 786-0 RCC cells HIF-2a reporter, luciferase luminescence, overnight;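 active = inhibition of the luminescence signal of 40% or more relative to plate controls, in a single-dose primary screen at 18.75 µM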
* = called active by the depositor; . = no result given.

SMILES	TWEAK-Fn14 inh	KKLEB cytotox	MITF TRPM1 inh	TROY signal inh	NR2E3 ag-1	Peg3 promoter	CF NFkB inh	TRAIL sens C8	Shn3 inh set2	NR2E3 ag-2	HIF-2a block
O=c1[nH]c2cc3c(cc2cc1CN(Cc1nnnn1CC1CCCO1)C1CCCCC1)OCO3 (stereo unspecified)	4	8	10	-19	-13	-27	-3	-20	0	0	-47
COc1ccc2cc(C#N)c(N3CCOCC3)nc2c1	8	-2	4	-16	-2	11	0	4	6	-2	26
Cc1cccc(Nc2ncnc3onc(-c4cccc(Cl)c4)c23)c1	-11	-16	7	4	5	24	-15	-2	-1	-1	30
CCN1CCN(C(=O)c2sc3ncnc(N4CCc5ccccc5C4)c3c2C)CC1	5	-25	-2	17	1	4	2	-6	6	6	8
C[C@H]1CC[C@@]2(O[C@@H](CCO)C[C@@H](O)[C@@H]2O)O1	12	10	1	-20	-12	-7	-9	-3	3	2	5
COc1cccc(-c2nnc(SCc3ccc(C#N)cc3)n2Cc2ccco2)c1	-2	-7	5	-5	2	27	-3	10	13	6	44*
O=C(/C=C/c1ccccc1[N+](=O)[O-])NCc1ccccc1Cl	-8	-2	-9	-50	-13	-79	-14	-14	-4	-1	-137
COC(=O)C1=C(N)c2c(F)cccc2C1(C#N)c1ccccc1 (stereo unspecified)	8	-6	3	4	-5	10	-1	-2	12	3	18
COc1ccc(-c2cc(C(=O)N3CCN(c4ncccn4)CC3)c3ccccc3n2)c(OC)c1	27	-26	-2	11	-21	53*	-17	-5	12	-1	9
Cc1nn(C)c(=O)n1-c1ccc(Oc2ccccc2)cc1	-2	5	-5	9	-38	7	2	2	18	-2	17
O=C(COC(=O)c1cccc(NS(=O)(=O)/C=C/c2ccccc2)c1)Nc1ccccc1OC(F)F	5	2	-1	6	3	6	-23	8	-5	5	7
CC(=O)Nc1cc(C(C)(C)C)c(O)c(C(C)(C)C)c1	5	-1	7	7	-11	16	-1	-4	6	-2	18

Two entries from above, with values under each structure.
The line under a structure holds: TWEAK-Fn14 inh, KKLEB cytotox, MITF TRPM1 inh, TROY signal inh, NR2E3 ag-1, Peg3 promoter, CF NFkB inh, TRAIL sens C8, Shn3 inh set2, NR2E3 ag-2, HIF-2a block
- COC(=O)C1=C(N)c2c(F)cccc2C1(C#N)c1ccccc1 (stereo unspecified)
  8, -6, 3, 4, -5, 10, -1, -2, 12, 3, 18
- CCN1CCN(C(=O)c2sc3ncnc(N4CCc5ccccc5C4)c3c2C)CC1
  5, -25, -2, 17, 1, 4, 2, -6, 6, 6, 8

Continuation:
SMILES	TWEAK-Fn14 inh	KKLEB cytotox	MITF TRPM1 inh	TROY signal inh	NR2E3 ag-1	Peg3 promoter	CF NFkB inh	TRAIL sens C8	Shn3 inh set2	NR2E3 ag-2	HIF-2a block
CC1CN(Cc2ccccc2)C(=O)N(c2ccccc2)C1=O (stereo unspecified)	8	-2	13	-2	8	19	14	-22	-10	.	9
[O-][n+]1c2c(nn1-c1ccc(Cl)c(Cl)c1)-c1nonc1CC2	14	7	25	11	2	0	-19	-1	-7	4	13
CCOC(=O)c1cc(-c2ccccc2)sc1NC(=O)C(C)N1C(=O)NC(C)(c2ccc(Cl)cc2)C1=O (stereo unspecified)	-1	2	-19	2	-30	0	16	-9	19	-1	4
CCOC(=O)c1ccccc1NC(=O)C1CCN(c2ncnc3sc(C)c(C)c23)CC1	-22	-12	14	1	2	16	26	10	38	-1	0
O=S1(=O)CCOC[C@H](CC2CCCCC2)N1Cc1ccc(F)cc1	4	-8	1	1	-28	35	9	-2	1	3	18
CC1(C)CC2(CC(C)(C)NC(=O)N2)NC(=O)N1	-8	-4	14	-13	28	3	16	-1	-7	2	-4
COc1ccccc1OCC(=O)Nc1ccc2c(c1)n(C)c(=O)n2C	7	3	3	-1	-2	3	-24	-12	-9	0	-17
O=C(COC(=O)c1ccc(O)cc1O)c1ccc2c(c1)OCCO2	-18	6	-21	2	-4	-28	-4	1	-109	.	-10
Cc1ccc(S(=O)(=O)n2c3ccc(Cl)cc3c3nc(C)sc32)cc1	2	-19	12	-6	5	6	21	3	6	.	-6
Clc1cc(Cl)c(Cl)cc1Cl	14	-8	-4	-1	21	-7	10	-6	9	-6	12
Cn1c(SCc2cc(=O)[nH]c3ccccc23)nnc1-c1ccco1	-1	7	10	4	-2	-2	-2	-7	11	2	5
CCC(=O)N1CCC1(C)C(=O)NCc1ccc(SC)cc1 (stereo unspecified)	9	2	.	5	-37	0	-1	-3	-7	.	-1

Reformatted with bars between the fields: part of the list above
SMILES | TWEAK-Fn14 inh | KKLEB cytotox | MITF TRPM1 inh | TROY signal inh | NR2E3 ag-1 | Peg3 promoter | CF NFkB inh | TRAIL sens C8 | Shn3 inh set2 | NR2E3 ag-2 | HIF-2a block
CCOC(=O)c1ccccc1NC(=O)C1CCN(c2ncnc3sc(C)c(C)c23)CC1 | -22 | -12 | 14 | 1 | 2 | 16 | 26 | 10 | 38 | -1 | 0
CCOC(=O)c1cc(-c2ccccc2)sc1NC(=O)C(C)N1C(=O)NC(C)(c2ccc(Cl)cc2)C1=O (stereo unspecified) | -1 | 2 | -19 | 2 | -30 | 0 | 16 | -9 | 19 | -1 | 4

Further records:
SMILES	TWEAK-Fn14 inh	KKLEB cytotox	MITF TRPM1 inh	TROY signal inh	NR2E3 ag-1	Peg3 promoter	CF NFkB inh	TRAIL sens C8	Shn3 inh set2	NR2E3 ag-2	HIF-2a block
O=C(Nc1nc2c(s1)CCCC2)c1ccc2ncsc2c1	45	-4	.	6	-131	-246	-22	50	-30	2	-141
CCOc1nc2cnccc2n(CC(=O)Nc2cccc(C)c2)c1=O	-30	8	0	2	-18	1	-24	-16	7	4	4
N#Cc1cc2c(nc1S(=O)(=O)Cc1ccccc1)CCCC2	-11	9	0	-12	-16	-4	-24	3	13	7	-2
Cc1cccc(COCC(Cc2ccccc2)N2CCN(C(=O)c3ccc(C(F)(F)F)cc3)CCC2=O)c1 (stereo unspecified)	17	-7	12	7	1	10	22	12	19	0	20
O=C(Nc1ccncc1)c1ccc(-c2ccccc2)cc1	38	-17	-40	-17	-2	-226	2	51*	65	0	-262
COc1ccc(/C=N/n2cc(-c3ccc(OC)cc3)nc2N)cc1	-19	-11	0	1	1	10	4	-14	16	-2	-42
Cc1nnnn1/C(=C\c1ccccc1)C(=O)OCC(=O)NC(C)(C)C	50*	-10	4	21	-2	-22	11	12	-15	-1	25
CC(NC(=O)CNC(=O)c1sc2ccccc2c1Cl)c1cccnc1 (stereo unspecified)	32	-5	-6	1	-2	-21	5	13	-9	7	-11
FC(F)(F)c1cc(Cl)c2nc(-c3ccc(Cl)cc3)c(Cc3ccsc3)n2c1	40	.	.	32	0	.	.	8	.	.	-5
O=C(COn1nnc2ccc(Cl)cc21)NC12CC3CC(CC(C3)C1)C2	-17	3	2	17	-2	-1	6	25	7	-1	-20
Cc1c(NC(=O)Nc2ccccc2)c(=O)n(-c2ccccc2)n1C	9	9	0	-21	11	1	1	5	17	.	12
CCOc1ccccc1/C=N/NC(=O)c1nnn(-c2nonc2N)c1CN1CCCC1	-30	5	-1	-26	6	4	12	4	-18	-1	0
Cc1ccc2c(c1)c1ncnc(N3CCOCC3)c1n2C	-20	3	-12	-26	-73	-135	-8	2	-10	3	-151
CCn1c2ccccc2c2cc(NC(=O)CSc3nnc(-c4cccc(F)c4)o3)ccc21	-26	4	16	8	3	-5	3	-12	-7	1	-3
O=C(Nc1ccsc1C(=O)O)c1cccc(C(F)(F)F)c1	2	15	.	-31	-115	-107	-7	-2	-75	-2	-251
CCOC(=O)CSc1nnnn1-c1cc(OC)ccc1OC	12	-4	0	4	9	5	-12	5	-2	1	2
O=C(Nc1ccc(Cl)cc1C(=O)NCC1CCCO1)c1ccco1 (stereo unspecified)	3	-16	-1	16	-7	2	0	7	8	-2	6
CCOc1ccc(Cl)cc1S(=O)(=O)NC1CCCC1	10	8	3	-13	1	22	-20	18	-19	1	24
CCOC(=O)N1CCN(C(=O)COc2ccc3c(c2)C(=O)CC2(CCN(C(C)=O)CC2)O3)CC1	17	1	0	-5	4	13	-3	-8	-9	0	1
Cc1ccccc1NC(=O)/C(=C/c1cccs1)NC(=O)c1ccco1	31	-8	1	5	14	10	16	12	-11	3	5
COc1cc(/C=C2\CCCc3c2nc2ccccc2c3C(=O)O)cc(Cl)c1O	-7	0	12	3	-5	-11	2	11	-15	1	6
CC(C)(C)OC(=O)C(C1NC(C(=O)O)C(C)(C)S1)N1C(=O)c2ccccc2C1=O (stereo unspecified)	4	13	12	-3	10	4	-8	-5	16	.	-5
CCCn1nnc(NC(=S)NC(=O)/C=C/c2ccc(Cl)cc2)n1	-8	-2	-9	-6	19	13	11	11	-1	-1	13
Cn1c(N)c(S(=O)(=O)N2CCN(c3ccccc3)CC2)c(=O)n(C)c1=O	2	6	0	2	6	2	-1	2	-9	3	13
COc1ccccc1CCC(=O)N1CCC(n2nccc2NC(=O)CC(C)C)CC1	-5	-9	-5	-9	7	-10	-1	-11	8	4	-34
O=C(NCCO)/C(=C\c1ccc(Br)cc1)NC(=O)c1cccs1	11	-6	10	0	1	5	8	1	-13	9	17
CCN(CC)c1ccc2cc(C(=O)Nc3ccccn3)c(=O)oc2c1	87*	-12	-11	53*	-134	-93	-17	30	17	5	-117
CCc1nc(SCc2cccnc2)c(C#N)cc1C	5	4	4	7	-17	4	-2	-3	3	2	5
Cc1cc(C)c2nc(N3CCCN(C(=O)c4cnccn4)CC3)c(C#N)cc2c1	-7	18	-4	-4	-29	-8	-9	7	6	-1	3

As a working copy, some entries already given:
SMILES	TWEAK-Fn14 inh	KKLEB cytotox	MITF TRPM1 inh	TROY signal inh	NR2E3 ag-1	Peg3 promoter	CF NFkB inh	TRAIL sens C8	Shn3 inh set2	NR2E3 ag-2	HIF-2a block
O=C(NCCO)/C(=C\c1ccc(Br)cc1)NC(=O)c1cccs1	11	-6	10	0	1	5	8	1	-13	9	17
CCN(CC)c1ccc2cc(C(=O)Nc3ccccn3)c(=O)oc2c1	87*	-12	-11	53*	-134	-93	-17	30	17	5	-117
CCc1nc(SCc2cccnc2)c(C#N)cc1C	5	4	4	7	-17	4	-2	-3	3	2	5
Cc1cc(C)c2nc(N3CCCN(C(=O)c4cnccn4)CC3)c(C#N)cc2c1	-7	18	-4	-4	-29	-8	-9	7	6	-1	3

Compound profiles, from the list above. Order of values: TWEAK-Fn14 inh | KKLEB cytotox | MITF TRPM1 inh | TROY signal inh | NR2E3 ag-1 | Peg3 promoter | CF NFkB inh | TRAIL sens C8 | Shn3 inh set2 | NR2E3 ag-2 | HIF-2a block
CCc1nc(SCc2cccnc2)c(C#N)cc1C is entered as 5 | 4 | 4 | 7 | -17 | 4 | -2 | -3 | 3 | 2 | 5
CCN(CC)c1ccc2cc(C(=O)Nc3ccccn3)c(=O)oc2c1 is entered as 87* | -12 | -11 | 53* | -134 | -93 | -17 | 30 | 17 | 5 | -117

An excerpt; the hit share may differ from the screen's.
